RBX1-CUL1 inh = inhibitors of human ROC1-CUL1 ubiquitin ligase activity; AID 1347404, 2020; 0.6% of 140,000 active; in vitro K48 di-Ub FRET, acceptor:donor ratio, 45 min; inhibition, % at 10 µM; in the data active = inhibition above about 25%
Target sequence (P62877 whole entry, looked up): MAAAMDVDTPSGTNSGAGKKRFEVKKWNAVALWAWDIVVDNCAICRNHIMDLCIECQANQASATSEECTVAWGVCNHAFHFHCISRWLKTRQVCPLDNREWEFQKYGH
Target sequence (Q13616 whole entry, looked up): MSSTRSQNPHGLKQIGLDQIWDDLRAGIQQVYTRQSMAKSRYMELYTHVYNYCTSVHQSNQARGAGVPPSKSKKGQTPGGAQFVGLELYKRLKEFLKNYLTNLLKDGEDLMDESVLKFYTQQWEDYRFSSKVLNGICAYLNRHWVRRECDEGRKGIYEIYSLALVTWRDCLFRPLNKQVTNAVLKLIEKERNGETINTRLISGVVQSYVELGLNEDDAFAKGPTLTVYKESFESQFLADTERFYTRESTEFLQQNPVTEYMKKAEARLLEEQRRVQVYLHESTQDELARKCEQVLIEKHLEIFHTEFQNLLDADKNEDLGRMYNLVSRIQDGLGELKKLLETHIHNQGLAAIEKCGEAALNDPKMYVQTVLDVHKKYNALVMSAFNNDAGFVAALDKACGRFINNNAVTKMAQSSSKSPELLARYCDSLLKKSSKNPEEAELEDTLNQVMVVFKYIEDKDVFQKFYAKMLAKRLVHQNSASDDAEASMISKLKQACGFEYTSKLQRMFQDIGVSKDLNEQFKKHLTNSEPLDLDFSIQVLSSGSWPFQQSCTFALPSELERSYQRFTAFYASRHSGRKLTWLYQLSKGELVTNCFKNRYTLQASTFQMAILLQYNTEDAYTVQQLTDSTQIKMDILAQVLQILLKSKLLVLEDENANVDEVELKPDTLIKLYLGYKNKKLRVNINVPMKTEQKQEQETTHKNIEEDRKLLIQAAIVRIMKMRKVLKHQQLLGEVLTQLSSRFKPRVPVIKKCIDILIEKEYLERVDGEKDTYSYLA
* marks the source's active call; other numbers are inactive results. Not all compounds are listed, so the mix of outcomes need not match the whole.

SMILES	RBX1-CUL1 inh
CSc1ccc(C2c3c(oc4cc(C)cc(C)c4c3=O)C(=O)N2Cc2ccco2)cc1 (stereo not given)	-9
CCOc1cccc2c1N[C@@H](c1ccc(C(=O)O)cc1)[C@H]1CC=C[C@@H]21	69*
CCOc1cc(/C=C2\C(=O)N(c3cccc(C(=O)O)c3)N=C2C(F)(F)F)ccc1OCC(=O)Nc1ccccc1OC	15
CC#CCN1C(=O)NC(CCc2ccccc2)(C2CCN(Cc3ccc(F)cc3)CC2)C1=O (stereo not given)	5
Cc1[nH]nc2c1C(c1cc3c(cc1Cl)OCO3)C(C#N)C(=N)O2 (stereo not given)	0
Cc1cccc(C(=O)NC(=S)N(C)c2ccccc2)c1	-2
COCCN1CCN(c2nncc(-c3ccc(Cl)cc3)n2)CC1	-3
CSc1nc2sc3c(c2c(=O)n1-c1ccccc1)CC(C(C)C)OC3 (stereo not given)	-6
CCOC(=O)c1noc2ncnc(Nc3cccc(OC)c3)c12	0
COc1cc(OC)c(C(=O)Nc2ccc(C)cc2C)cc1OC	4
O=C(NN1C(=O)c2ccccc2C1=O)c1ccc(O)cc1	-8
COc1ccc(CNC(=O)c2ccc(CS(=O)Cc3ccccc3Cl)o2)cc1 (stereo not given)	0
Cc1ccc(NC(=O)C(=O)NCC(c2cccnc2)N2CCN(Cc3ccccc3)CC2)cc1 (stereo not given)	-6
CCc1ccc(-n2nc(C)c3c(C)cc(=O)n(CC(=O)Nc4ccc(OC)c(OC)c4)c32)cc1	-5
CCOc1ccccc1C(=O)Nc1cccc(OC)c1	0
O=C(NCCS(=O)(=O)N1CCN(c2ccccc2)CC1)C1CC(=O)N(c2ccccc2)C1 (stereo not given)	8
CCc1nnc(NC(=O)CSc2nc(C)cs2)s1	4
COc1ccc(C2Nc3ccc(I)cc3C(=O)N2NC(=O)c2ccncc2)cc1CSc1ccccn1 (stereo not given)	-9
Cc1cccc(NC(=O)CSc2ncc(-c3ccc(Br)cc3)[nH]2)c1	-1
COc1ccccc1OC(C)C(=O)N1CCN(c2cc(Cl)ccc2C)CC1 (stereo not given)	-3
CCS(=O)(=O)N(C)c1ccc(C(=O)NC2CC3CCC2C3)cc1 (stereo not given)	10
NC(=O)CNC(=O)C1C2C=CC(C2)C1C(=O)O (stereo not given)	7
Cc1cc(C)c(C#N)c(SCCC(=O)Nc2ccc(-c3nc4ccccc4s3)cc2)n1	2
COc1ccc(C2C(C(=O)Nc3ccccc3C)=C(C)N=c3s/c(=C/c4cn[nH]c4-c4ccccc4)c(=O)n32)cc1 (stereo not given)	3
COc1cc(OC)c(NS(=O)(=O)c2cc(-c3cnc(C)o3)ccc2OC)cc1Cl	-10
CC(C)(C)NC(=O)[C@@H]1CCCN1C(=O)OC(C)(C)C	2
Cc1ccc(-c2ccnc(-n3ncc(C(=O)NCC4(N5CCCCC5)CCCC4)c3C3CC3)n2)o1	4
COc1ccccc1C(=O)Nc1ccc(C(N)=O)cc1	-1
O=C(Nc1cccc(-c2cc3ccccc3[nH]2)c1)C1CCN(C(=O)C2CCOC2)CC1 (stereo not given)	3
Cc1ccc(NC(=O)C2CCC(N3C(=O)C4C5C=CC(C6CC56)C4C3=O)CC2)cc1 (stereo not given)	5
CCOC(=O)CSc1ccc2nnc(CCNS(=O)(=O)c3ccccc3)n2n1	0
CCCCCC(=O)Nc1nccc(C)n1	-3
CCCN(C(=O)c1cn(C)c(=O)c2ccccc12)c1ccccc1C	-4
C#CCN(Cc1ccco1)C(=O)c1cc(NC(=O)c2ccccc2OC)c2c(c1)nc(CC)n2C	-3
Cc1ccc(CCNC(=O)C(CC(C)C)NS(=O)(=O)c2ccc3c(c2)oc(=O)n3C)cc1 (stereo not given)	-2
O=C1CCCC2=C1C(c1ccc(-c3ccccc3)cc1)C1=C(CCCC1=O)O2	-3
COc1cc(OC)cc(C(=O)c2ccc(C(=O)Nc3ccc(OC(F)(F)Cl)cc3)cc2)c1	-5
N#CC1N=C(c2ccccc2)c2ccccc2N1C(=O)c1ccc(Cl)cc1 (stereo not given)	6
O=c1cc(COc2ccccc2)nc(-c2ccc(CN3CCCC(O)C3)cc2)[nH]1 (stereo not given)	15
O=C1NN(c2ccccc2)C(=O)/C1=C/c1cc(Br)ccc1OCc1ccc(Cl)c(Cl)c1	72*

Sorted by number of heavy atoms (smallest number first): some entries from above.
SMILES	RBX1-CUL1 inh
CCCCCC(=O)Nc1nccc(C)n1	-3
O=C1CCCC2=C1C(c1ccc(-c3ccccc3)cc1)C1=C(CCCC1=O)O2	-3
Cc1ccc(NC(=O)C2CCC(N3C(=O)C4C5C=CC(C6CC56)C4C3=O)CC2)cc1 (stereo not given)	5
Cc1cc(C)c(C#N)c(SCCC(=O)Nc2ccc(-c3nc4ccccc4s3)cc2)n1	2
COc1cc(OC)cc(C(=O)c2ccc(C(=O)Nc3ccc(OC(F)(F)Cl)cc3)cc2)c1	-5

No new results follow: six of the compounds above.
SMILES	RBX1-CUL1 inh
CCCCCC(=O)Nc1nccc(C)n1	-3
CCCN(C(=O)c1cn(C)c(=O)c2ccccc12)c1ccccc1C	-4
C#CCN(Cc1ccco1)C(=O)c1cc(NC(=O)c2ccccc2OC)c2c(c1)nc(CC)n2C	-3
Cc1ccc(CCNC(=O)C(CC(C)C)NS(=O)(=O)c2ccc3c(c2)oc(=O)n3C)cc1 (stereo not given)	-2
O=C1CCCC2=C1C(c1ccc(-c3ccccc3)cc1)C1=C(CCCC1=O)O2	-3
COc1cc(OC)cc(C(=O)c2ccc(C(=O)Nc3ccc(OC(F)(F)Cl)cc3)cc2)c1	-5

Other results follow.
SMILES	RBX1-CUL1 inh
CC(Oc1ccccc1)C(=O)Nc1nnc2n1CCS2 (stereo not given)	-3
CN1CC=C2C(C#N)C(=N)C(C#N)(C#N)C(c3ccco3)C2C1 (stereo not given)	-4
CCOC(=O)c1ccc(-n2nc(C)oc2=O)cc1	-3
CCCOc1ccccc1C(=O)N1CCCCC1CCN1CCCCC1 (stereo not given)	2
Cc1nn2c(=O)cc(COC(=O)c3ccco3)nc2s1	1
CC(NC(=O)c1ccc(Cn2c(=O)c3cccn3c3cccnc32)cc1)c1ccccc1 (stereo not given)	-3
Cc1ccc2oc(=O)n(CCOc3ccccc3Cl)c2c1	3
COc1cccc(-c2nc(S(=O)(=O)c3ccc(Cl)cc3)c(NCc3ccccc3)o2)c1	8
CCC1C(=O)NCCN1C(=O)c1cc(COc2ccc(C)nc2)on1 (stereo not given)	0
O=c1cc(C2CCNCC2)nc(CCCc2ccccc2)[nH]1	7
Cc1ccc(-n2nnc(C(=O)Nc3ccc(-n4nncc4C)cc3)c2C)c(C)c1	-9
Cc1cc(-c2nc3cc(N)ccc3o2)ccc1Br	4
COC(=O)c1ccccc1NC(=O)c1ccc2c(c1)c(C)c(C)n2C	-3
CSc1cccc(NC(=O)C2CCCN(S(=O)(=O)c3ccc4c(c3)CCCN4C(C)=O)C2)c1 (stereo not given)	7
Cc1ccc(Cl)cc1N1CCN(C(=O)c2cc(S(=O)(=O)N3CCCCC3)cn2C)CC1	2
C=CC(=C)CC(NC)c1ccccc1 (stereo not given)	-6
CC1=NC(=S)NC(c2ccc(Cl)cc2)C1C(N)=O (stereo not given)	-3
COc1ccc(-n2cc(-c3ccccc3)c3c(SC(C)C(C)=O)ncnc32)cc1 (stereo not given)	-5
Clc1ccc(CN2CCc3nc(Nc4ccc5c(c4)OCCO5)ncc3C2)cc1	-6
CCC(=O)Oc1ccc(C2Oc3nc(SC)nnc3-c3ccccc3N2C(=O)CC)cc1 (stereo not given)	2
Cc1noc(C)c1S(=O)(=O)NCCc1csc2nc(-c3ccc(Cl)cc3)nn12	-6
O=C(c1ccccn1)N1CCCC(CCc2ccc(F)cc2F)C1 (stereo not given)	2
COc1ccccc1OCC(=O)Nc1cccc(Cl)c1Cl	-2
COC(c1ccc2c(c1)CN(C(=O)c1cccc(Cn3cccn3)c1)CCO2)C1CCCCC1 (stereo not given)	11
Cc1nc(SCCc2ccccc2)c(C#N)c(C)c1C	2
O=C(Nc1ccccc1F)c1cccc(F)c1	-3
CC(C)c1ccc([C@H]2Oc3ccccc3C(=O)[C@@H]2SC#N)cc1	5
CC(=O)c1cccc(NC(=O)c2sc(-n3nc(C)c(CCC(C)C)c3C)nc2C)c1	-9
Cc1cc(O)c(CN2CCN(c3ccc(F)cc3)CC2)c2oc(=O)cc(C)c12	6
O=C(NCCCN1CCN(c2cccc(Cl)c2)CC1)Nc1ccccc1C(F)(F)F	-2
CCn1ncc(NC(=O)Cn2cc(-c3cccnc3)cn2)n1	-1
N#CC1=C2SCN(C3CCCCC3)CN2C(=O)CC1c1c(F)cccc1Cl (stereo not given)	-7
CCC(C)n1c(=N)c(C(=O)NC2CCCCC2)cc2c(=O)n3cc(C)ccc3nc21 (stereo not given)	0
CCOc1ccccc1NC(=O)C1CCN(S(=O)(=O)c2ccccc2)CC1	-1
Cc1cccc(C)c1NC(=O)c1nnn(-c2ccccc2)c1C	14
Cc1ccc(O)c(NC(=O)COc2cccc3ccccc23)c1	-2
CC(=O)c1ccc(C(=O)N2CCC(C(Cc3ccccc3)N(C)C(=O)c3cc(C)nn3C)CC2)s1 (stereo not given)	4
O=c1oc(-c2ccc(Oc3cccc(-c4nc5ccccc5c(=O)o4)c3)cc2)nc2ccccc12	2
CCNC(=O)CCc1ccc(C(C)C)cc1	-2
CCOC(=O)c1[nH]ncc1CN1CCc2onc(-c3cccc(F)c3)c2C1	3
Cc1nc(N2CCC(C(=O)NCCc3cnn(-c4ccccc4)c3)CC2)nc2ccc(C(C)C)cc12	4
C#CCOc1ccc(/C=C2\SC(=N)N(c3ccc4c(c3)OCO4)C2=O)cc1	5
O=C1C=C(N2CCOCC2)c2ccccc2C1=O	76*
C=CCn1c(SCC(=O)Nc2ccc3c(c2)OCCO3)nc2sc3c(c2c1=O)CCC3	4
Oc1ccc2oc3c(c2c1C=NC1CCCCCC1)CCCC3	-1
COC(=O)CNC(=O)c1cc2c(=O)n3cc(C)ccc3nc2n1C	4
COCCNC(=O)c1ccc2c(c1)N=C(C)c1cc(C)ccc1S2	-2
O=c1cc(-c2ccc(Cl)cc2)[nH]c2[nH]n(-c3ccccc3)c(=O)c12	1
N#Cc1ccc(/C=C/c2ccc(F)cc2)cc1	-3
CN(C)CCCn1c(-c2ccc(Cl)cc2)csc1=Nc1ccccc1	0
O=c1/c(=C\c2ccccc2I)sc2n1C(c1ccc(Cl)cc1Cl)C1=C(N=2)c2ccccc2CC1 (stereo not given)	0
COc1ccc(NC(=O)c2c(C)oc3ccc(O)c(CN4CCCC4)c23)cc1Cl	-5
CCCCNC(=O)N1CCN(c2ccccc2Cl)CC1	-5
Cc1cccc(C(=O)N2CCOc3ccc(CN4CCC(OCc5ccccc5)CC4)cc3C2)n1	3
CCCC(=O)NCC1(N(C)C)CCCCC1	-9
CCCC(=O)Nc1ccc(Cl)c(NC(=S)NC(=O)c2ccc(C(C)C)cc2)c1	-12
C=CCN1C(=O)C(Cc2ccccc2)C(=O)N=C1SCC(=O)N1CCOCC1 (stereo not given)	6
Cc1nccn1-c1ccc(NC(=O)C2CCCN(C3CCOCC3)C2)cc1 (stereo not given)	9
COc1cc(CC2(CCC(=O)N3CCCC(c4ccccc4)C3)CCC(=O)N2)ccc1F (stereo not given)	2
CCS(=O)(=O)n1nc(-c2ccc(C)cc2)nc1N	8

New compounds follow
SMILES	RBX1-CUL1 inh
O=C(Nc1ccccc1)Nc1ccc(C2(c3ccc(NC(=O)Nc4ccccc4)cc3)c3ccccc3-c3ccccc32)cc1	6
CC(C)CCNC(=O)Cn1c(-c2cccs2)cc2cc(F)ccc21	4
Cc1cccc(C)c1-n1nnnc1C1(Nc2ccc(Cl)c(Cl)c2)CCCC1	-1
CC1CCCCN1CCCNC(=O)Cn1ncc2c([nH]c3ccccc32)c1=O (stereo not given)	-2
Cn1ccnc1CN1CCCC1C(=O)Nc1ccc(-c2nc3ccccc3o2)cc1 (stereo not given)	10
Cc1ccc2cc(C)c(N3CCN(c4ccccn4)CC3)nc2c1	-4
CCOc1cccc(C(=O)NCc2ccccc2)c1	1
COc1cc(NC(=O)C(C)C)ccc1NC(=O)C(C)C	-2
CCOc1cc(C2C3=C(CC(c4ccc(OC)c(OC)c4)CC3=O)N=C(C)C2C(=O)OCCc2ccccc2)ccc1O (stereo not given)	-7
Cc1ccc(Cl)cc1NC(=O)C1CCN(C(=O)c2ccco2)CC1	-1
Cc1ccc2nc(-c3ccc(NC(=O)c4nn(C)cc4Br)cc3)sc2c1	3
CCOc1ccc(N=C2S/C(=C\c3ccc(OCC)cc3OCC)C(=O)N2CC)cc1	-5
CC(C)c1ccc(/C=N/Nc2cc(N3CCOCC3)nc(N3CCOCC3)n2)cc1	-2
Cc1cc(-c2ccccc2)nc2c(C)cccc12	6
CC(C)(C)c1ccc(C2C(C(=O)c3ccc4c(c3)OCCO4)C(=O)C(=O)N2CCCN2CCOCC2)cc1 (stereo not given)	-1
COc1ccc(/C=C2\N=C(SC)SC2=O)c2ccccc12	10
C=CCNC(=S)NNC(=O)c1ccccc1OCCCC	4
Cc1cc(C(=O)NCC2CCCN(S(=O)(=O)/C=C/c3ccccc3)C2)no1 (stereo not given)	3
CC(=O)c1cccc(NC(=O)C(C)Oc2ccccc2)c1 (stereo not given)	2
c1ccc(N=C(Nc2ccccc2)C(=Nc2ccccc2)Nc2ccccc2)cc1	-8
O=C(NC1CCCCCC1)C1CCN(C(=O)c2ccc(Br)cc2)CC1	-2
O=C(c1cc(COc2cccc(F)c2)[nH]n1)N1C[C@H]2CC[C@H]1C2	-2
CN(C)c1ccc(C(CNC(=O)c2ccccc2Cl)N2CCCC2)cc1 (stereo not given)	-5

Screening results deposited in PubChem BioAssay by Icahn School of Medicine at Mount Sinai.
